# Assay outcomes as filed in PubChem BioAssay.
# mIAP act – increases mouse intestinal alkaline phosphatase activity. muIAP, CDP-Star luminescence, 30 min; active compounds read high; 1 = vehicle-only enzyme signal, 0 = enzyme-free wells. activation factor at 10 µM. 0.24% of 330,000 active;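 active = activation factor of at least 2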; note: the source names both 10 and 20 µM as test concentration; values of inactives mirror those of a sister screen read the other way
#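 Assay system: mouse IAP enzyme; reagent: chemiluminescent substrate CDP-Star; dosing: test compounds delivered from DMSO solution; schedule: 30 min at room temperature; measured by: luminescence from enzymatic CDP-Star hydrolysis; controls: DMSO-only wells and no-enzyme negative control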
# mIAP inh – mouse IAP inhibition | inhibition, % at 10 µM | 0.2% of 330,000 active | AID 2806 | purified mouse IAP, CDP-Star luminescence, 30 min;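 active = inhibition of at least 40% at 10 µM in the primary screen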;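 note: plate controls were DMSO with enzyme for no effect and no enzyme wells for full effect; values of inactives mirror those of a sister screen read the other way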
# hIAP act – increases human intestinal alkaline phosphatase activity. purified human IAP, CDP-Star luminescence, 30 min; active compounds read high; 1 = vehicle-only enzyme, 0 = enzyme-free background. activation factor at 10 µM. 0.16% of 330,000 active. AID 2524;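 active = activation factor of the enzyme at least 2-fold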; note: the source names both 10 and 20 µM as test concentration; values of inactives mirror those of a sister screen read the other way
# Target sequence (P09923 whole entry, looked up): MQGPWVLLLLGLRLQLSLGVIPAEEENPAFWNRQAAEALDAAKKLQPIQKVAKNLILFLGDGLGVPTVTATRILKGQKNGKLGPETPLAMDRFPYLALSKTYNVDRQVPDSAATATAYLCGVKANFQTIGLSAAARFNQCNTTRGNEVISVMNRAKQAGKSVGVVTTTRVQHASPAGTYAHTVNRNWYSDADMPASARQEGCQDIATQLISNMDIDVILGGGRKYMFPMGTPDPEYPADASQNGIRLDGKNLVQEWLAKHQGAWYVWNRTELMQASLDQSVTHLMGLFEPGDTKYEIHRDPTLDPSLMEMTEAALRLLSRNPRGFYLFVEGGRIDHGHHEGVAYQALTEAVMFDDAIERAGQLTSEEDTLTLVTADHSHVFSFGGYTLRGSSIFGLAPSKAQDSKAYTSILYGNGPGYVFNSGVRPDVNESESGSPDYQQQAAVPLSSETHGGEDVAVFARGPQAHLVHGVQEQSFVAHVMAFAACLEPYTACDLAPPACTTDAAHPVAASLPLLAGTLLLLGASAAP
# APOBEC3A inh – inhibitors of human APOBEC3A DNA deaminase. AID 493011. inhibition, % at 20 µM. 0.41% of 330,000 active. recombinant A3A, FAM/TAMRA ssDNA deamination fluorescence;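 active = at least 40% inhibition at 20 µM here, with at most 30% in a related deaminase screen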;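 note: plate controls were A3A with DMSO for no effect and wells lacking A3A enzyme for full effect; some results filed as inactive read as strong as hits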
# MPTP block – inhibitors of mitochondrial permeability transition pore; isolated mouse mitochondria, Ca2+ swelling absorbance, 30 min; inhibition, % at 10 µM; 1.4% of 360,000 active; AID 602449;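 active = inhibition of 50% or more, scaled per plate between neutral and stimulator controls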;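 note: 0% = DMSO wells given calcium and 100% = 1 mM EGTA wells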
# beta cell repl – MIN6 beta-cell proliferation induction. MIN6 cells proliferation, ATPlite luminescence, 48 h; cells starved in 0.2% serum; 100% = growth in 10% serum. proliferation, % at 10 µM. 0.29% of 330,000 active;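 active = compounds whose signal lies at least 3.5 SD above the mean of all wells on their plate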;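 note: 0% = DMSO-treated cells in low-serum medium and 100% = 10% serum control; some compounds called inactive have numbers as strong as hits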
# ATG4B inhibitor – ATG4B (human) cysteine protease inhibition. Q9Y4P1. ATG4B cleavage of LC3-PLA2, NBD-HPC fluorescence, 1 h. inhibition, % at 8.33 µM. 0.51% of 340,000 active. AID 504462; in the data active = inhibition above about 40%
# Target sequence (Q9Y4P1 whole entry, looked up): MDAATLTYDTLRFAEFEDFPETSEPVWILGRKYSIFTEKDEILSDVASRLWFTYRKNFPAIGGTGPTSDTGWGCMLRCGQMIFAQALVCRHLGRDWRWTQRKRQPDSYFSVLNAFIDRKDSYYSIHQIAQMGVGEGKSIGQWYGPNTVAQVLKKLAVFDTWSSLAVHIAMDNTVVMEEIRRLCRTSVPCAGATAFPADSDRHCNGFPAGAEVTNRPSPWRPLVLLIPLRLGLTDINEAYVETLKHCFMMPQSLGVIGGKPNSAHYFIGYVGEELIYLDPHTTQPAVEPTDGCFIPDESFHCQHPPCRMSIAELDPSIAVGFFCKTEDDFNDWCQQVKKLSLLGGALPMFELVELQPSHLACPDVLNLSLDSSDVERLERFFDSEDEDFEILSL
# A3G deaminase – inhibitors of human APOBEC3G DNA deaminase; recombinant A3G, ssDNA deamination FAM/TAMRA fluorescence; inhibition, % at 20 µM; 0.28% of 330,000 active; AID 493012;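 active = inhibition of at least 40% at 20 µM, with no more than 30% in the related APOBEC3A deaminase screen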;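 note: plate controls were DMSO wells with A3G for no effect and wells lacking A3G enzyme for full effect; some compounds called inactive have numbers as strong as hits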
# hIAP block – human IAP inhibition; purified IAP, CDP-Star luminescence, 30 min; AID 2544; inhibition, % at 10 µM; P09923; 0.12% of 330,000 active;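 active = inhibition reaching a set limit with compound at 10 µM in the primary screen, cut at about 35% in these data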;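 note: plate controls were DMSO wells with enzyme for no effect and no-enzyme buffer wells for full effect; values of inactives mirror those of a sister screen read the other way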
# * hit, by the source's call; . = not tested or not shown.
SMILES,mIAP act,mIAP inh,hIAP act,APOBEC3A inh,MPTP block,beta cell repl,ATG4B inhibitor,A3G deaminase,hIAP block
CCc1ccc(-c2cc(C)no2)cc1S(=O)(=O)N1CCCN(Cc2ccc(F)cc2)C1,0.962,3.8,1.05,-2.4,2.0,-3.8,1.5,-0.8,-4.9
COC(=O)c1ccc(CN(c2ccccc2Cl)S(C)(=O)=O)cc1,1.01,-0.8,1.09,-3.2,0.5,3.0,-3.3,-7.5,-9.4
O=C(NNc1c2ccccc2nc2ccccc12)c1ccccc1Cl,0.839,16.1,0.811,3.7,0.5,1.8,-2.1,-6.4,18.9
COC(=O)c1ccc2c(=O)n3c(nc2c1)SCC(c1ccccc1)=N3,1,-0.2,1.17,-3.0,-1.7,-0.6,-1.6,-11.3,-16.6
N/C(=N\OC(=O)c1cccs1)c1ccc(Cl)cc1,0.947,5.3,1.06,-2.6,0.5,-1.8,-11.5,-10.0,-6.3
Cn1nc(-c2ccccc2F)c2cc(C(=O)N3CCN(C(=O)c4ccco4)CC3)sc21,0.984,1.6,1.09,2.3,5.8,-2.2,-13.4,-3.2,-9.1
O=C1[C@@H](Oc2ccccc2)[C@@H](c2ccncc2)N1c1ccncc1,1.03,-3.3,.,3.9,0.7,.,4.5,4.5,.
CCCc1cc(=O)[nH]c(SCC(=O)c2cc(C)n(CC(F)(F)F)c2C)n1,1.07,-6.9,0.866,3.0,2.3,1.2,-7.7,2.4,13.4
Nc1ccc(Br)c2c1C(=O)c1ccccc1C2=O,0.919,8.1,0.99,7.6,.,1.8,17.2,8.1,1.0
CC(=O)Nc1ccc(Nc2nnc(-c3ccc(C)c(S(=O)(=O)NCCO)c3)c3ccccc23)cc1,0.923,7.7,0.791,-4.0,0.8,0.8,-6.6,-0.4,20.9
Cc1ccc(NC(=O)CSCC(=O)N2CCN(Cc3ccc4c(c3)OCO4)CC2)cc1,0.993,0.7,1.19,-2.3,-0.8,1.5,1.2,-7.0,-19.3
Cn1cc(CC(=O)NCCN2CCOCC2)c2ccccc21,0.987,1.3,1.07,-2.7,0.1,-4.5,0.9,-2.5,-6.8
CC(C)(c1ccccc1)c1ccc(OCCn2cnc3ccccc3c2=O)cc1,0.941,5.9,0.803,-2.4,1.2,-2.4,-4.3,-4.1,19.7
CCOc1ccc(N2C(=O)CC(Cc3ccccc3OC)C2=O)cc1 (centres undefined),1.01,-1.0,1.16,-6.2,0.4,-0.9,-1.2,-5.9,-15.6
CCCCCC#CCN1CCN(C23CC4CC(CC(C4)C2)C3)CC1,0.972,2.8,0.835,-5.6,0.3,-5.3,2.2,-9.7,16.5
Cc1c(Cl)cccc1Nc1nc(N)nc(CSC(=S)N2CCOCC2)n1,1.02,-2.5,0.815,-4.0,1.7,2.4,-15.1,-7.9,18.5
CC(=O)Nc1cc2c(cc1C(=O)c1ccc(C)cc1)OCCO2,0.942,5.8,0.908,-2.1,-1.7,-0.4,-8.4,-6.8,9.2
CC(Sc1ccccc1)C(=O)NCC(c1ccco1)N1CCCCC1 (centres undefined),0.923,7.7,0.974,-4.1,-0.9,4.0,-2.2,-6.3,2.6
O=C(O)COc1ccccc1/C=N/NC(=O)CN1CCN(Cc2ccc(Cl)cc2)CC1,1.08,-8.3,0.983,0.7,-1.4,-2.6,3.6,8.3,1.7
Cn1cnnc1Sc1ccc(CN2CCN(C3CCCC3)C(CCO)C2)o1 (centres undefined),1.08,-8.2,0.997,2.1,1.7,0.9,10.5,6.4,0.3

# Exported with values under each structure: 2 of the compounds above.
# Every second line gives: mIAP act | mIAP inh | hIAP act | APOBEC3A inh | MPTP block | beta cell repl | ATG4B inhibitor | A3G deaminase | hIAP block
CC(=O)Nc1ccc(Nc2nnc(-c3ccc(C)c(S(=O)(=O)NCCO)c3)c3ccccc23)cc1
→ 0.923 | 7.7 | 0.791 | -4.0 | 0.8 | 0.8 | -6.6 | -0.4 | 20.9
Cc1ccc(NC(=O)CSCC(=O)N2CCN(Cc3ccc4c(c3)OCO4)CC2)cc1
→ 0.993 | 0.7 | 1.19 | -2.3 | -0.8 | 1.5 | 1.2 | -7.0 | -19.3

# Other results follow.
SMILES,mIAP act,mIAP inh,hIAP act,APOBEC3A inh,MPTP block,beta cell repl,ATG4B inhibitor,A3G deaminase,hIAP block
O=C(O)COc1cccc2nsnc12,1.11,-11.1,0.982,4.3,-1.8,0.0,-6.4,-3.7,1.8
COc1ccccc1N(CC(O)Cn1c2ccccc2c2ccccc21)S(=O)(=O)c1ccccc1 (centres undefined),1.08,-8.2,0.914,-5.9,8.6,-4.5,-17.3,-8.5,8.6
CC1(C)NC(=O)N(CCCCOc2ccc3c(c2)CCC3)C1=O,0.941,5.9,0.829,1.2,-0.8,-2.0,-3.2,-2.9,17.1
Cc1occc1-c1nnc(SCC(=O)NCc2ccco2)n1CC(C)C,1.01,-0.8,0.988,12.5,62.9*,-0.1,-7.8,3.9,1.2
COc1ccc(C=NNC(=O)c2ccccc2OCc2ccc(F)cc2)c(OC)c1,0.945,5.5,1.06,1.6,-3.3,-1.8,8.1,-2.2,-6.0
CCCCn1cnc2sc(-c3ccccc3)cc2c1=O,0.976,2.4,1.11,-3.4,-1.6,-2.7,1.4,-4.8,-11.5
COc1ccccc1NC(=O)CN1CCN(CC(=O)Nc2ccc(S(N)(=O)=O)cc2)CC1,0.93,7.0,0.889,-2.7,-0.7,-1.8,-9.9,-5.8,11.1
COc1ccc(OCc2csc(N)n2)cc1,0.94,6.0,1.06,3.2,0.1,0.4,-5.9,-6.6,-5.9
COc1ccc(CCNC(=O)CN2C(=O)NC3(CCOc4ccccc43)C2=O)cc1 (centres undefined),1.07,-7.1,0.948,-2.7,-0.1,3.5,-1.8,-3.1,5.2
S=C(NCCc1ccccc1)N/N=C/c1c(Cl)cccc1Cl,0.958,4.2,0.91,2.9,0.9,-2.8,6.9,-2.8,9.0
O=C(NCCCCc1ccccc1)c1ccc(F)cc1,1.07,-7.3,0.986,-1.4,1.8,-2.0,5.1,-6.5,1.4
COc1ccc(-c2nc(N)sc2C2(O)C(=O)Nc3c(Br)cc(F)cc32)cc1OC (centres undefined),0.861,13.9,0.941,-1.1,1.0,4.5,-2.9,-4.9,5.9
COc1ccc(N2C(=O)CC(Sc3n[nH]c(-c4cccc(C)c4)n3)C2=O)cc1 (centres undefined),0.948,5.2,1.02,-4.4,4.7,-4.0,-7.8,34.2,-2.5
COc1ccc(C(CNc2ccc(S(=O)(=O)N3CCCC3)cc2[N+](=O)[O-])N2CCCC2)cc1 (centres undefined),0.799,20.1,0.805,-2.7,-0.1,-5.5,-3.3,-2.0,19.5
Cc1cccc(N(C)S(=O)(=O)c2c(C)[nH]c(C)c2C(=O)N2CCCC2)c1,0.984,1.6,0.663,-2.8,-0.4,0.7,8.5,-5.0,33.7
COc1cc(O)oc1C=Nc1ccc(Cl)cc1Cl,0.906,9.4,1.18,-0.3,0.0,-2.9,-1.3,-0.3,-18.1
N#CCCNCC1(c2ccccc2)CCCC1,1.04,-3.7,1.07,-6.1,-0.3,-2.2,3.9,-5.4,-7.3
Cc1ccc(C(=O)Nc2ccccc2)cc1S(=O)(=O)N1CCN(C)CC1,0.99,1.0,1.06,-7.7,-1.6,1.3,-4.3,-6.4,-5.6
CC1(C)Cc2nc(-c3ccccc3)nc(NNC(=O)c3ccco3)c2CO1,0.909,9.1,1.48,-2.5,1.1,4.6,-0.5,-8.0,-48.1
Cc1cc(N/N=C\c2ccccc2)nc(-c2ccccc2O)n1,0.912,8.8,0.82,-4.4,8.1,-2.8,9.6,-3.9,18.0

# Full records, quoted from the list:
# COC(=O)c1ccc2c(=O)n3c(nc2c1)SCC(c1ccccc1)=N3 across the screens: mIAP act: 1; mIAP inh: -0.2; hIAP act: 1.17; APOBEC3A inh: -3.0; MPTP block: -1.7; beta cell repl: -0.6; ATG4B inhibitor: -1.6; A3G deaminase: -11.3; hIAP block: -16.6
# Cc1cc(N/N=C\c2ccccc2)nc(-c2ccccc2O)n1 across the screens: mIAP act: 0.912; mIAP inh: 8.8; hIAP act: 0.82; APOBEC3A inh: -4.4; MPTP block: 8.1; beta cell repl: -2.8; ATG4B inhibitor: 9.6; A3G deaminase: -3.9; hIAP block: 18.0

# Next structures.
SMILES,mIAP act,mIAP inh,hIAP act,APOBEC3A inh,MPTP block,beta cell repl,ATG4B inhibitor,A3G deaminase,hIAP block
O=C(NCc1ccncc1)Nc1ccc(Cl)cc1Cl,1.44,-44.0,1.1,-3.3,3.5,0.0,-12.1,-7.1,-10.3
O=C(O)c1ccccc1NS(=O)(=O)c1ccc2c(c1)OCCO2,0.948,5.2,1.14,0.2,-0.8,-0.8,4.1,-4.3,-14.3
Cc1ccc(O)c(C(=O)c2cnc3c(c2)c(C)nn3C)c1,0.964,3.6,1.05,-0.7,-2.1,-0.6,0.1,-6.2,-5.5
COc1ccc(-n2nnnc2SCC(=O)N2C(C)CCCC2C)c(OC)c1 (centres undefined),1.03,-3.3,0.822,0.4,-1.1,-2.8,-0.5,-2.3,17.8
C=CCn1c(SCC(=O)Nc2cc(C)on2)nc2c([nH]c3ccccc32)c1=O,0.997,0.3,1.13,-1.8,1.3,8.1,5.0,-5.3,-13.1
O=C(NC1CCCCC1)C(c1ccco1)N(Cc1ccco1)C(=O)c1ccco1 (centres undefined),0.961,3.9,0.921,5.3,-0.2,-3.2,3.2,1.6,7.9
Cc1ccc2c(Cl)c(C(=O)Nc3ccc4c(c3)OCO4)sc2c1,0.975,2.5,0.928,3.4,3.7,0.0,3.4,-4.5,7.2
COc1ccc(C(=O)OCc2cc3cccc(C)c3[nH]c2=O)cc1,1.02,-2.3,1.08,-2.0,-6.8,-1.0,6.4,-6.5,-8.4
Cc1cc(SCC(=O)OC/C(O)=C(\C#N)c2nc3ccccc3[nH]2)c(C)cc1Br,0.716,28.4,1.63,2.2,0.0,-1.6,-0.2,-7.0,-62.6

# Compounds were not picked by outcome, and some 3.3% of all compounds hit somewhere here.
